Mot1-301 SUMO = inhibitors of SUMOylation pathway: yeast Mot1-301 growth rescue; hit rate 1% among 320,000; S. cerevisiae Mot1-301 growth rescue, ATP luminescence, 38.5C; percent above DMSO median, 100 means doubled; growth rescue, % at 18.8 µM;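 active = every valid replicate shows activation above 250% relative to neutral control wells; inactive = the rest, any valid replicate at or below 250%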;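 note: OY570 slx delta 5 strain wells were the positive control but not used for scaling; some compounds called inactive have numbers as strong as hits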
SR-BI uptake up = enhances SR-BI lipid uptake from DiI-HDL; CHO ldlA[mSR-BI] cells, DiI-HDL uptake fluorescence, 3 h; 100 = double the neutral-control signal; activation, % at 12.5 µM; hit rate 0.096% among 320,000;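 active = mean replicate activation of at least 60% and every replicate at or above 60%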;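 note: 0% = median plate neutral-control signal and 100% = twice that signal; values of inactives mirror those of a sister screen read the other way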
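System: CHO ldlA[mSR-BI] cells / Medium: HEPES-buffered (25 mM, pH 7.4) F12 plus 0.5% BSA / Probe or stimulus: labelled HDL, 10 µg/mL / Doses: single compound concentration, delivered by pin transfer / Schedule: 3 h, 37 °C / Measured by: DiI fluorescence, bottom read / Measure: cell-associated DiI fluorescence as measure of HDL uptake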
NSD2 HMT inh = blocks human histone methyltransferase NSD2; O96028; NSD2 peptide methylation, AlphaScreen, 120 min; inhibition, % at 12.5 µM; hit rate 0.54% among 310,000; AID 743445; in the data active = inhibition above about 50%
SR-BI DiI inh = mouse SR-BI HDL lipid transfer inhibition; ldlA[mSR-BI] CHO cells, DiI-HDL uptake fluorescence, 3 h; AID 488896; hit rate 0.96% among 320,000; inhibition, % at 12.5 µM; Q61009;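 active = mean replicate inhibition of at least 70% and a set share of replicates each scoring 70 or more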;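 note: 0% = median of neutral control wells and 100% = median of positive control wells; values of inactives mirror those of a sister screen read the other way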
PKA-R1A act = activates the PKA-R1A holoenzyme complex | hit rate 0.083% among 340,000 | AID 504707 | P00514+P68181 | PKA-R1A dissociation, Cy5-IP20 fluorescence polarization; scaled: DMSO 0%, 113 µM cGMP 100% | activation, % at 11.4 µM;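 active = percent activation above the mean of all tested compounds plus 3 SD, cut at about 19% in these data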;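 note: higher means more PKAc released from R1A so a rise in polarization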
PKA-R2B activ = PKA-R2B complex activation; activation, % at 11.4 µM; AID 504700; PKA-R2B holoenzyme dissociation, Cy5-IP20 fluorescence polarization; R2B truncated from residue 108, S112A mutant; 0% DMSO only, 100% 113 µM cGMP; hit rate 0.079% among 340,000;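 active = activation above a cutoff set at the mean over all compounds plus 3 SD, cut at about 18% in these data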;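 note: higher means more holoenzyme dissociation and a rise in polarization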
MITF TRPM1 HTS = MITF TRPM1 promoter activation in melanoma cells. activation, % at 12.5 µM. SK-MEL-5 TRPM1-promoter luciferase, 24 h; % of positive control, neutral wells = 0. hit rate 0.75% among 300,000;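 active = mean activation of at least 80% with every replicate also reaching 80%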;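 note: 0% = neutral control wells and 100% = parthenolide positive control wells; values of inactives mirror those of a sister screen read the other way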
dFosB act = mouse delta FosB homodimer activation; P13346; purified delta FosB, TAMRA-CDK5 oligo fluorescence polarization; percent of positive-control signal above neutral wells; activation, % at 25 µM; hit rate 0.99% among 340,000; AID 493131;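 active = mean activation above about 17%, with every replicate also reaching it, limit read from the data, passing the limit was not always enough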;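 note: fluorescence polarization rise as delta FosB binds a TAMRA Cdk5 AP-1 oligo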
CDK5 inh = blocks human CDK5/p35 kinase activity; Q00535+Q15078; hit rate 0.01% among 330,000; Recombinant CDK5/p35, ADP-Glo luminescence, 60 min; inhibition, % at 10 µM; AID 488839;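 active = highest replicate inhibition of at least 50% and at least 75% of replicates reaching 50%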;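 note: plate controls were DMSO neutral control for no effect and GW8510 at 10 µM for full effect; many of its hits are not listed in these tables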
DSG3 Ab inh = human desmoglein-3 autoantibody binding inhibition; DSG3-coupled beads, scFv-anti-DSG3-GFP binding, flow cytometry; hits give low values; hit rate 0.48% among 310,000; binding (percent of control), % at 10 µM; AID 588358;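 active = binding more than 3 SD below its plate's average and above zero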;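 note: hits lower antibody fragment binding to DSG3; some compounds called inactive have numbers as strong as hits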
Target sequence (P32926 whole entry, looked up, the tested form may be a part): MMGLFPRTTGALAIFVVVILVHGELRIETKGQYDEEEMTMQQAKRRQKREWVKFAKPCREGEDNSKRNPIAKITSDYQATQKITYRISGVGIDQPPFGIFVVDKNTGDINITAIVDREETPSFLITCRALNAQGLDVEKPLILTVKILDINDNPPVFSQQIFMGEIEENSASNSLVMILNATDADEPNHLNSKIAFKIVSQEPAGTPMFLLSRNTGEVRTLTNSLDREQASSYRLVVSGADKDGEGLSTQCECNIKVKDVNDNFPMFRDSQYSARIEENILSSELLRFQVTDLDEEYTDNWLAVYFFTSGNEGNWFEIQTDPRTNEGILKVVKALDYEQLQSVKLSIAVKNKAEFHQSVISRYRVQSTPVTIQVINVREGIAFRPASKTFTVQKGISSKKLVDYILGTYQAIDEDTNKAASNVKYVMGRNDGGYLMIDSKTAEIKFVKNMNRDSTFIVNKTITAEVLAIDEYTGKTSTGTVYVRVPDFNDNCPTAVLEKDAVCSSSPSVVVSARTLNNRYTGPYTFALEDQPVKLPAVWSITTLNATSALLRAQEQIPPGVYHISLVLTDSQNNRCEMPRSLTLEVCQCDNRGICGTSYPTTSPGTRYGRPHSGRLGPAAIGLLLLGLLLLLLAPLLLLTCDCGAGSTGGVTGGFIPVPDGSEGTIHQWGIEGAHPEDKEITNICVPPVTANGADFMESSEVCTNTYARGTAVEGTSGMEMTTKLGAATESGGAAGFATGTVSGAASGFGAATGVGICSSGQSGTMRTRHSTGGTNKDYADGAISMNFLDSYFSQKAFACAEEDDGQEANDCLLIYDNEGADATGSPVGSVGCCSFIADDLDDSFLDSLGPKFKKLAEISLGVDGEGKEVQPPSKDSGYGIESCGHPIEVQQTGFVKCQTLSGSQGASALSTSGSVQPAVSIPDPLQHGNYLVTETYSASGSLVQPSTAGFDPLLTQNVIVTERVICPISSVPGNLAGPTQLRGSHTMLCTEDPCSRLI
Arr AP2 block = blocks beta-arrestin peptide binding to AP2 adaptin; FITC-arrestin peptide / GST-AP2 beads, flow cytometry; AP2 beta2 appendage carries R879A mutation; inhibition, % at 10 µM; hit rate 0.31% among 340,000; AID 504490;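 active = inhibition above a set limit, near 3 SD of compounds lacking own fluorescence, cut at about 54% in these data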;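 note: plate controls were DMSO wells for no effect and 5 µM unlabelled arrestin peptide for full effect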
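System: GST-AP2 R879A glutathione beads. Medium: PBS with 0.05% Tween 20 and 0.1% BSA. Also added: FITC-arrestin peptide, 50 nM. Incubation: 12 min plus 1 h, RT. Measured by: high-throughput flow cytometry of beads, ex 488, em 535 nm. Evaluation: percent drop in bead-associated FITC signal.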
Starred values were filed as active, the others as inactive; . = no result given.

Mot1-301 SUMO	SR-BI uptake up	NSD2 HMT inh	SR-BI DiI inh	PKA-R1A act	PKA-R2B activ	MITF TRPM1 HTS	dFosB act	CDK5 inh	DSG3 Ab inh	Arr AP2 block	molecule
-8	26	-1	-26	-1	-3	0	-14	1.7	105	-4	Cc1nc2ccc(NS(=O)(=O)c3ccc(F)cc3)cc2s1
0	-10	.	10	-4	8	-9	-14	0.2	93	30	COc1ccc([N+](=O)[O-])cc1NCC(=O)c1ccc(C)cc1
-8	7	-3	-7	1	6	4	2	-5.8	108	0	COc1ccc(N(C(=O)c2ccccc2OC)C2C=CS(=O)(=O)C2)c(OC)c1 (centres undefined)
-10	10	28	-10	3	-1	.	4	3.4	119	24	Cc1cc(C(=O)N2CCc3ccccc32)c2ccccc2n1
-11	-6	-1	6	9	-5	.	-7	0.7	97	15	CCn1nnnc1SCC(=O)c1cccc(OC)c1
5	-1	-2	1	-2	6	-4	0	0.9	.	19	CCCn1c(=O)[nH]c(=O)c2c1nc(-c1ccc3c(c1)OCCO3)n2CCN1CCOCC1
3	50	-2	-50	-2	-6	-8	-9	0.1	103	15	CC(C)(C)NC(=O)NC(=O)COC(=O)CNS(=O)(=O)c1ccc(Br)cc1Cl
-1	3	-2	-3	2	4	-8	2	0.9	100	10	O=C(NC1CCSC1=O)c1cccc(Cl)c1 (centres undefined)
6	-52	-5	52	-1	-4	-2	1	-1.1	122	1	Fc1ccccc1COc1ccccc1/C=N/Nc1nc(N2CCCC2)nc(N2CCCC2)n1
-3	-10	5	10	-10	-16	12	-3	0.1	108	-10	CC(=O)c1ccc(OCC(=O)Nc2ccccc2N2CCCC2)cc1
105	.	-1	.	-1	5	3	-8	-0.8	.	-1	COc1ccc(NC(=O)CCNC(=O)c2ccco2)cc1OC
2	1	.	-1	-12	2	2	-4	0.9	109	5	C=CCN(C(=O)Cn1ncc2c1-c1cc(C)ccc1OC2)c1ccccc1
-8	-53	.	53	3	-2	-1	-8	-1.4	103	-2	CC(=O)c1cccc(NC(=S)N2CCN(c3ccccn3)CC2)c1
-26	26	3	-26	-5	-4	.	-1	1.2	102	2	O=C1c2ccccc2C(=O)C1c1ccncc1
3	-5	0	5	-4	-2	0	1	-2.3	104	-5	CCC1(CC)NC(=S)N(Nc2ccccc2)C1=O
9	-13	-2	13	-2	-2	.	3	-0.3	112	26	Cc1cc(Cl)ccc1NC(=S)NCc1ccccc1
.	14	1	-14	-6	-12	20	-7	-0.5	102	19	O=C(Nc1ccccc1)c1cccc(-c2nnc(-c3ccccc3)o2)c1
.	12	-1	-12	4	-5	1	2	-1.2	.	39	CN(C)S(=O)(=O)Nc1ccccc1F
-5	-9	-1	9	-18	-4	16	-8	1.8	100	12	COc1ccc(N2CCN(c3oc(COc4ccc(Cl)cc4)nc3C#N)CC2)cc1
-3	-4	7	4	-3	-5	-3	-2	1.1	101	-4	COc1ccc(CCNC(=O)c2ccc3c(=O)n(Cc4ccco4)c(=S)[nH]c3c2)cc1OC
-6	6	-1	-6	-5	4	-2	-6	1.4	93	2	Cc1ccc(C(=O)NC(O)C(Cl)Cl)cc1 (centres undefined)
22	17	.	-17	0	-1	-1	3	-1.2	102	-4	OCC[C@@H]1C[C@@H](O)[C@H](O)[C@@]2(CCCc3ccccc3O2)O1
6	13	3	-13	-9	-3	-2	1	-0.5	94	30	CCOc1ccc2sc(NS(=O)(=O)c3ccc(N)cc3)nc2c1
26	16	0	-16	-8	-14	0	1	-0.1	98	-2	O=S(=O)(Cc1ccc(Cl)cc1)N1CCN(Cc2ccccc2)CC1
79	23	31	-23	-3	0	-2	-1	-0.9	103	24	CCc1ccc(-n2c(C)n[nH]c2=S)cc1
15	-13	-1	13	-3	5	14	-12	1.4	104	19	CC(OC(=O)c1cccc(S(=O)(=O)N2CCCC2)c1)C(=O)NC1CCCCC1C (centres undefined)
1	10	-6	-10	-7	-1	-6	-7	0.7	.	33	CCc1nnc(NC(=O)CSCc2cc(=O)n3nc(C(C)C)sc3n2)s1
-1	14	-1	-14	-23	-5	87*	-5	-2.1	103	-7	CCc1ccc(C(=O)COC(=O)c2ccccc2OC)cc1
13	9	2	-9	4	-1	2	-17	-1.5	.	15	CCCC(=O)OCCNc1cc(SCc2ccco2)c2nonc2c1[N+](=O)[O-]
420	-9	.	9	-6	-5	8	2	0.1	109	-8	O=C(NCc1ccco1)C1CCCN(S(=O)(=O)c2cnc[nH]2)C1 (centres undefined)

Single values from the results shown.
CCc1nnc(NC(=O)CSCc2cc(=O)n3nc(C(C)C)sc3n2)s1 in CDK5 inh shows 0.7
C=CCN(C(=O)Cn1ncc2c1-c1cc(C)ccc1OC2)c1ccccc1 in DSG3 Ab inh shows 109

Next part.
Mot1-301 SUMO	SR-BI uptake up	NSD2 HMT inh	SR-BI DiI inh	PKA-R1A act	PKA-R2B activ	MITF TRPM1 HTS	dFosB act	CDK5 inh	DSG3 Ab inh	Arr AP2 block	molecule
-6	12	-1	-12	6	-9	-11	5	-1.9	106	10	N#CNC(=Nc1cccc(F)c1)SCc1ccccc1F
10	11	-1	-11	-13	0	-3	0	-0.4	104	-3	Cc1ccccc1Nc1nc(N)nc(COC(=O)CCS(=O)(=O)c2ccccc2)n1
6	33	-3	-33	-4	1	15	3	1.5	101	2	CC12CN3CCN(CC(C3)/C1=N\N=C1/C3CN4CCN(C3)CC1(C)C4)C2
9	-14	.	14	-1	-9	33	-141	1.4	144	30	COc1ccc(-c2ccc3c(=O)cc(-c4ccsc4)oc3c2)cn1
.	-23	1	23	-4	-4	0	-17	1.8	78	38	CCOC(=O)Cc1csc(NC(=O)CSc2nnnn2-c2ccc(C)c(C)c2)n1
35	21	.	-21	-8	-21	-9	-7	-0.3	98	-11	CCCCCCC1C(C#N)=C(N)OC2=C1C(=O)CC(C)(C)C2 (centres undefined)
-10	-28	-3	28	1	-2	.	-2	-1.7	.	5	Cc1ccc(/C=N/NC(=O)c2ccc3c(c2)OCCO3)s1
-4	-12	2	12	-4	1	8	0	1.0	113	4	CC1(C)Cc2c(cnn2-c2cccc(F)c2)C(NC(=O)CSc2ccncc2)C1 (centres undefined)
-1	5	-4	-5	1	-6	8	6	1.1	110	-17	CCC(C)(C)n1nnnc1C(c1ccc(F)cc1)N1CCC(C(N)=O)CC1 (centres undefined)
-9	.	.	.	6	6	.	-6	-0.2	108	16	CSc1ccccc1NC(=O)CN(C)Cc1c(O)ccc2ccccc12
-2	18	-4	-18	3	-9	.	-3	0.1	117	65*	Cc1ccc(OCCCCc2c(C)n[nH]c2C)cc1
224	-5	1	5	-3	1	-11	3	-0.4	104	1	Cn1c(NC(=O)c2ccccc2)c(-c2cccs2)c(=O)c2ccccc21
-18	14	0	-14	-9	-2	-9	-10	0.1	105	-6	CCCOc1ccc(/C(O)=C2/C(=O)C(=O)N(c3ccccn3)C2c2ccc(OC)cc2)cc1C (centres undefined)
-7	12	.	-12	-2	-2	6	0	-1.4	94	1	CN(C(=O)c1ccccc1Cl)C1CCCCC1
67	-16	.	16	-2	3	69	-7	0.6	.	-7	Nc1ccc2oc(CCc3ccccc3)nc2c1
6	-4	-1	4	4	-8	-5	-4	-0.4	103	-4	CCn1cc([N+](=O)[O-])c(C(=O)N2N=C3/C(=C/c4cccs4)CCCC3C2c2cccs2)n1 (centres undefined)
1	18	.	-18	-5	3	-2	1	0.8	88	14	CC(NC(=O)C1CCC(CNc2c(N3CCOCC3)c(=O)c2=O)CC1)c1ccccc1 (centres undefined)
.	9	.	-9	0	1	13	0	0.8	93	2	COc1ccc2[nH]c3c(c2c1)CCN1C(=O)C(CC(=O)NCCN2CCOCC2)C[C@H](C(=O)N2CCCCC2)[C@@]31C (some centres undefined)
-18	19	.	-19	-6	-7	.	-2	0.9	94	-2	Cc1ccc2c(c1)N(C(=O)CCC(=O)NCc1ccccn1)CC(C)O2 (centres undefined)
.	-50	-2	50	-2	-11	6	2	-6.5	110	2	COc1ccc(C(=O)COC(=O)[C@H](C)NS(=O)(=O)c2ccc(NC(C)=O)cc2)cc1OC
469	7	6	-7	-6	0	-5	-4	1.9	108	12	O=C(O)c1cccc(N2C(=O)/C(=C/c3ccc([N+](=O)[O-])cc3)C=C2c2ccccc2)c1
14	22	1	-22	-8	-2	10	-8	-0.2	83	3	Fc1ccccc1N1CCN(C(c2ccccn2)c2nnnn2C2CCCCC2)CC1 (centres undefined)
-10	-61	7	61	-6	-3	-7	-13	-0.6	106	4	CC(C)(C)c1ccc(-c2n[nH]c(=S)n2C2CCCC2)cc1
-20	28	-4	-28	-10	-3	-17	-6	0.2	100	-6	COC(=O)C(C)N(C(=O)c1cccc(Cl)c1)c1c(C)cccc1C (centres undefined)
-1	-10	1	10	-7	-11	-7	-1	-1.0	103	3	CCOC(=O)C1CCN(Cc2cc(=O)oc3cc(C)c(Cl)cc23)CC1
3	11	-3	-11	2	2	-7	-2	0.7	102	11	C#CC1(NC(=O)N(C)C)CCCCC1
-9	8	1	-8	1	3	44	-1	-2.1	102	0	C/C(=C\C(=O)c1ccc(Br)cc1)NCc1ccccc1
-6	19	-1	-19	1	-3	10	2	-1.9	.	-3	CC(C)CC(=O)Nc1cc(NC(=O)CC(C)C)cc(C(=O)NC(C)(C)C)c1
-17	-6	3	6	12	-3	-6	-3	0.3	93	5	Cc1cc(SC(C)C(=O)Nc2c(C)n(C)n(-c3ccccc3)c2=O)nc2ccccc12 (centres undefined)
9	20	.	-20	-10	-3	-5	-7	-5.4	117	-2	CCC(C)(C)n1nnnc1C(c1ccc(C)cc1)N1CCC(C)CC1 (centres undefined)

More entries.
Mot1-301 SUMO	SR-BI uptake up	NSD2 HMT inh	SR-BI DiI inh	PKA-R1A act	PKA-R2B activ	MITF TRPM1 HTS	dFosB act	CDK5 inh	DSG3 Ab inh	Arr AP2 block	molecule
-3	-24	.	24	-14	2	.	-11	0.9	113	5	Cn1cccc1Cc1nnc(SCC(=O)NC2CCCCC2)n1CCc1ccccc1
14	-2	1	2	0	11	19	-3	-0.3	99	1	CCc1cc2c(CN3CCN(Cc4ccccc4)CC3)cc(=O)oc2cc1O
-3	-2	-1	2	.	.	.	-2	-0.8	97	32	CCCc1ccc(S(=O)(=O)Nc2ccc(C)c(NS(C)(=O)=O)c2)cc1
-11	3	.	-3	-3	-6	-4	-4	2.3	109	4	O=C(Cn1nc(Cc2ccncc2)c2ccccc2c1=O)N1CCN(C(=O)c2ccco2)CC1
